High-throughput results: PubChem BioAssay, several laboratories
CDK5 inh – CDK5/p35 (human) kinase inhibition; AID 488839; Q00535+Q15078; Recombinant CDK5/p35, ADP-Glo luminescence, 60 min; hit rate 0.01% among 330,000; inhibition, % at 10 µM;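 active = highest replicate inhibition of at least 50% and at least 75% of replicates reaching 50%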;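 note: plate controls were DMSO neutral control for no effect and GW8510 at 10 µM for full effect; many of its hits are not listed in these tables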
MITF TRPM1 HTS – activators of MITF-driven TRPM1 promoter activity in SK-MEL-5 cells. hit rate 0.75% among 300,000. SK-MEL-5 TRPM1-promoter luciferase, 24 h; % of positive control, neutral wells = 0. activation, % at 12.5 µM;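 active = mean activation of at least 80% with every replicate also reaching 80%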;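 note: 0% = neutral control wells and 100% = parthenolide positive control wells; values of inactives mirror those of a sister screen read the other way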
Pemphigus Ab inh – inhibitors of pemphigus antibody binding to human desmoglein-3; P32926; binding (percent of control), % at 10 µM; AID 588358; hit rate 0.48% among 310,000; DSG3-coupled beads, scFv-anti-DSG3-GFP binding, flow cytometry; stronger effect = lower value;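 active = binding more than 3 SD below its plate's average and above zero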; note: some compounds called inactive have numbers as strong as hits
Target sequence (P32926 whole entry, looked up): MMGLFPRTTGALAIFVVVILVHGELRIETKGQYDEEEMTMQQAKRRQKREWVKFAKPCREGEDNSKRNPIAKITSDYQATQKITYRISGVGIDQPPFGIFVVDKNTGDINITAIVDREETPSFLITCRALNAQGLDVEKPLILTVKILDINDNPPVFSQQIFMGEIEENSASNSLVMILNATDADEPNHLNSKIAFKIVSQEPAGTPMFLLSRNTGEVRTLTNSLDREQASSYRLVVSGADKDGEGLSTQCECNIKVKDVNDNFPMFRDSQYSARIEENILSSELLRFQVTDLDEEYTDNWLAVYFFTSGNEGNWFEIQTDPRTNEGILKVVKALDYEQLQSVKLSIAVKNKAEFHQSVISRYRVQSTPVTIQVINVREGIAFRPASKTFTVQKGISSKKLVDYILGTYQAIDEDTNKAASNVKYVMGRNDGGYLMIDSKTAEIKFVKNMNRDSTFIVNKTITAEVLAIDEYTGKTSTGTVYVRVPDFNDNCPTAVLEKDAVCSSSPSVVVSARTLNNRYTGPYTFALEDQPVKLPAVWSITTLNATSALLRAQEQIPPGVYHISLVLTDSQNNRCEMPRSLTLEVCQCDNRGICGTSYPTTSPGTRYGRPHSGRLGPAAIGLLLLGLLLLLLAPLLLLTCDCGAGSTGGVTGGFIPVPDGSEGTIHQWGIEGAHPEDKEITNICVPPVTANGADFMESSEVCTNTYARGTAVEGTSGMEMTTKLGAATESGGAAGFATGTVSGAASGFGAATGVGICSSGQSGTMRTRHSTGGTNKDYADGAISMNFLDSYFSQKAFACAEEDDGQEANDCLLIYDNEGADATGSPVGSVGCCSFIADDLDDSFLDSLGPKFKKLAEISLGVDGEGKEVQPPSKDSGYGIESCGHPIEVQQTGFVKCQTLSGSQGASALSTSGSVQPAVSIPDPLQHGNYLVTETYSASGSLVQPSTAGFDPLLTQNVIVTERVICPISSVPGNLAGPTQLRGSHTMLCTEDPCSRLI
PKA-R1A activ – activators of PKA-R1A complex. activation, % at 11.4 µM. PKA-R1A dissociation, Cy5-IP20 fluorescence polarization; scaled: DMSO 0%, 113 µM cGMP 100%. AID 504707. P00514+P68181. hit rate 0.083% among 340,000;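 active = percent activation above the mean of all tested compounds plus 3 SD, cut at about 19% in these data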;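 note: higher means more PKAc released from R1A so a rise in polarization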
NSD2 HMT inh – blocks human histone methyltransferase NSD2. NSD2 peptide methylation, AlphaScreen, 120 min. inhibition, % at 12.5 µM. hit rate 0.54% among 310,000. O96028; in the data active = inhibition above about 50%
PKA-R2B act – activates the human PKA-R2B holoenzyme complex | P22694+P31323 | PKA-R2B holoenzyme dissociation, Cy5-IP20 fluorescence polarization; R2B truncated from residue 108, S112A mutant; 0% DMSO only, 100% 113 µM cGMP | activation, % at 11.4 µM | hit rate 0.079% among 340,000;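 active = activation above a cutoff set at the mean over all compounds plus 3 SD, cut at about 18% in these data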;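 note: higher means more holoenzyme dissociation and a rise in polarization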
SR-BI HDL uptake – inhibitors of mouse SR-BI mediated HDL lipid uptake | Q61009 | ldlA[mSR-BI] CHO cells, DiI-HDL uptake fluorescence, 3 h | inhibition, % at 12.5 µM | hit rate 0.96% among 320,000 | AID 488896;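 active = mean replicate inhibition of at least 70% and a set share of replicates each scoring 70 or more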;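 note: 0% = median of neutral control wells and 100% = median of positive control wells; values of inactives mirror those of a sister screen read the other way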
Arr AP2 block – inhibitors of human beta-arrestin and AP2 interaction | FITC-arrestin peptide / GST-AP2 beads, flow cytometry; AP2 beta2 appendage carries R879A mutation | inhibition, % at 10 µM | hit rate 0.31% among 340,000 | AID 504490;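 active = inhibition above a set limit, near 3 SD of compounds lacking own fluorescence, cut at about 54% in these data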;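 note: plate controls were DMSO wells for no effect and 5 µM unlabelled arrestin peptide for full effect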
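Material – AP2 appendage R879A on GSH beads · Buffer or medium – PBS with 0.05% Tween 20 and 0.1% BSA · Probe or stimulus – fluorescein-tagged arrestin peptide at 50 nM final · Incubation – compound with beads 12 min RT, then probe 1 h RT · Detection – high-throughput flow cytometry of beads, ex 488, em 535 nm · Evaluation – percent response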
dFosB act – mouse delta FosB homodimer activation. P13346. purified delta FosB, TAMRA-CDK5 oligo fluorescence polarization; percent of positive-control signal above neutral wells. activation, % at 25 µM. hit rate 0.99% among 340,000. AID 493131;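 active = mean activation above about 17%, with every replicate also reaching it, limit read from the data, passing the limit was not always enough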;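 note: fluorescence polarization rise as delta FosB binds a TAMRA Cdk5 AP-1 oligo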
Mot1-301 SUMO – SUMOylation pathway inhibition by Mot1-301 growth rescue | AID 2716 | growth rescue, % at 18.8 µM | S. cerevisiae Mot1-301 growth rescue, ATP luminescence, 38.5C; percent above DMSO median, 100 means doubled | hit rate 1% among 320,000;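 active = every valid replicate shows activation above 250% relative to neutral control wells; inactive = the rest, any valid replicate at or below 250%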;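 note: OY570 slx delta 5 strain wells were the positive control but not used for scaling; some compounds called inactive have numbers as strong as hits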
SR-BI uptake up – SR-BI HDL lipid transfer activation; CHO ldlA[mSR-BI] cells, DiI-HDL uptake fluorescence, 3 h; 100 = double the neutral-control signal; activation, % at 12.5 µM; hit rate 0.096% among 320,000; AID 504775;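 active = mean replicate activation of at least 60% and every replicate at or above 60%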;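 note: 0% = median plate neutral-control signal and 100% = twice that signal; values of inactives mirror those of a sister screen read the other way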
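system = CHO ldlA[mSR-BI] cells, LDL receptor-null, SR-BI overexpressing | medium = Ham's F12 with 0.5% BSA, HEPES 25 mM, pH 7.4 | probe or stimulus = DiI-HDL 10 µg/mL | compound dosing = single-point compound dose | incubation = compound exposure 3 h, 37 °C | technique = DiI fluorescence, bottom read | read-out = cell-associated DiI fluorescence as measure of HDL uptake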
The depositor's hits bear a star; / = no result given.

canonical_smiles	CDK5 inh	MITF TRPM1 HTS	Pemphigus Ab inh	PKA-R1A activ	NSD2 HMT inh	PKA-R2B act	SR-BI HDL uptake	Arr AP2 block	dFosB act	Mot1-301 SUMO	SR-BI uptake up
CCCCNC(=O)C(Sc1ccccc1)c1ccccc1 (configuration not stated)	1.1	-2	99	-3	9	-8	-20	-4	0	-6	20
CSCC[C@H](NC(=O)Nc1ccc(C)cc1)C(=O)O	2.5	-4	105	-8	/	-5	-5	35	-6	-12	5
CN(C(=O)COC(=O)C1=COCCO1)c1c(N)n(Cc2ccccc2)c(=O)[nH]c1=O	-0.9	9	102	-2	0	-2	-28	-18	-2	-5	28
COC(=O)c1cc(OC(=O)CCc2ccc(OC)c(OC)c2)cc(C(=O)OC)c1	1.7	-9	/	-1	0	2	/	4	-11	0	/
O=C(CC1SC(=NCCc2ccccc2)N(/N=C/c2cccs2)C1=O)Nc1ccc(Cl)cc1 (configuration not stated)	-0.1	5	116	4	12	4	37	0	-8	1	-37
O=C(O)Cc1ccc2ocnc2c1	-0.6	/	108	-11	/	-7	-9	6	-4	2	9
CNC(=S)c1cc(C(C)(C)C)c(O)c(C(C)(C)C)c1	-3.8	1	99	2	-1	-6	/	-3	-11	-3	/
COc1ccc(C2/C=C\CN(C(=O)c3ccc(C)cc3)[C@H](Cc3ccccc3)C(=O)N2Cc2ccc(F)cc2)cc1 (some centres not stated)	-3.4	1	96	-14	/	9	4	10	6	3	-4
CC1=C(C(=O)Nc2ccccc2)C(c2cccc([N+](=O)[O-])c2)Nc2nc3ccccc3n21 (configuration not stated)	0.1	0	101	-4	-8	-2	18	6	-11	44	-18
CC(C)c1ccc(NC(=O)NCc2ccc(F)cc2)cc1	-0.6	19	106	1	-6	0	13	3	-9	19	-13
Cc1ccc(C)c(S(=O)(=O)Nc2ccc(O)c3ccccc23)c1	2.3	/	100	-11	6	5	11	34	-4	-17	-11
COC(=O)C1=C(C)N(Cc2ccco2)C(=O)/C1=C\c1ccc(N(C)C)cc1	-0.6	13	142	-4	2	-7	22	1	-6	14	-22
O=C(CNC(=O)c1ccc(F)cc1)N/N=C/c1cccnc1	-0.6	1	102	3	-3	5	-11	7	4	11	11
COc1cccc(C(=O)CC(=O)C(=O)Nc2ccc(C)cc2Cl)c1	-3.0	4	97	-15	-1	5	-23	-3	-9	-15	23
O=C(O)CC/C(=C\c1cccc(NC(=O)c2ccccc2Cl)c1)c1nc2ccccc2s1	1.5	0	103	-2	-1	-16	1	-5	-24	-2	-1
Cn1c(C(=O)NCC2CCCO2)cc2c(=O)n3ccccc3nc21 (configuration not stated)	0.0	48	108	-3	-3	1	10	-4	-1	68	-10
Cc1cccc(NS(=O)(=O)c2ccc3c(c2)oc(=O)n3C)c1C	0.0	0	98	-2	1	-11	10	27	4	10	-10
CCOC(=O)N/N=C/c1cc(C)n(-c2cccc3ccccc23)c1C	0.2	-2	87	-5	2	-8	36	-2	-15	-9	-36
CCCc1cc(=O)[nH]c(SCc2nc3ccccc3o2)n1	-0.4	-5	137	-5	-3	-2	/	-2	-4	63	/
NNC(=O)c1cccc(COc2ccc3c(c2)CCC3)c1	-0.9	-41	103	0	1	-8	23	21	5	-18	-23
O=C(c1ccc(Cl)cc1)c1cc([N+](=O)[O-])ccc1N1CCOCC1	1.7	-4	122	14	5	-2	67	10	-13	11	-67
C/C(=N\NC(=O)CNC(=O)c1ccncc1)c1ccc(C)cc1	0.6	-9	106	6	-1	-13	-22	41	3	264	22
O=C(c1ccccc1)N1CCN(S(=O)(=O)N2CCCCCC2)CC1	-2.6	0	118	-4	7	1	0	-4	-5	-3	0
COc1cc(NC(=O)c2ccc(-c3ccc(Br)cc3)o2)ccc1NC(=O)C(C)C	-1.4	2	100	-13	-2	-13	68	-3	0	6	-68
COc1cccc(C(=O)Nc2ccc(N3CCCC3)cc2)c1	-0.7	12	93	3	10	1	80*	12	-6	-65	-80
CC(C)Oc1ccc(C(=O)NC2(C(F)(F)F)NC(=O)N(CCCc3ccccc3)C2=O)cc1 (configuration not stated)	-1.9	4	112	-9	-3	-12	57	0	-6	5	-57
O=C(CSCc1cccc(CSCC(=O)Nc2ccccc2)n1)Nc1ccccc1	1.4	16	112	11	-1	0	-14	15	-7	1	14
Cc1ccc(S(=O)(=O)N2CCN(C(=O)Cn3cnc4c3c(=O)n(C)c(=O)n4C)CC2)cc1C	1.6	1	103	3	4	-1	-8	-14	-5	0	8
O=C1CCN(Cc2cccnc2)CCN1[C@H](CO)Cc1ccccc1	-0.3	2	101	-15	/	-6	-12	0	4	19	12
Cc1ccc(S(=O)(=O)N2CCc3c2cc([N+](=O)[O-])cc3[N+](=O)[O-])cc1	-0.5	-19	90	5	-3	-10	14	28	-1	6	-14
c1nc2nc3c(c(N4CCOCC4)n2n1)CCCC3	0.9	-16	101	7	0	-5	-32	8	1	-1	32
COc1ccc(NC(=O)CN(c2cc(C)cc(C)c2)S(=O)(=O)c2c(C)noc2C)cc1OC	-0.9	-10	109	10	/	-7	12	4	-4	-8	-12
Cc1ccc(NC(=O)COC(=O)CNC(=O)c2cccc([N+](=O)[O-])c2)cc1S(=O)(=O)N1CCCCCC1	1.2	-7	110	-13	-3	-9	3	11	-13	-4	-3
COc1ccc(NC(=O)CSc2nnc(Cc3cccn3C)n2-c2ccc(F)cc2)cc1	-1.0	4	103	0	/	-7	18	5	-5	1	-18
Cc1cccc(OCC(=O)NCCNC(=O)c2ccccn2)c1	-1.5	2	91	-6	-2	-6	-17	16	-3	-7	17
COc1ccc(-c2n[nH]c(=S)nc2-c2ccc(OC)cc2)cc1	3.0	-17	89	6	4	5	17	-12	-3	259	-17
Cc1ccccc1CC(=O)N1CCCC(CNC(=O)c2ccc(F)cc2)C1 (configuration not stated)	0.5	-9	106	-4	2	-7	-15	-3	-6	-8	15
COc1ccc2cc(CCOC3CCCCO3)ncc2c1 (configuration not stated)	-1.7	17	101	-7	/	-20	16	4	-4	-16	-16
C=CCOC(=O)C1=C(C)NC(SC)=C(C#N)C1c1cccs1 (configuration not stated)	-0.9	-16	/	-3	-7	-2	2	28	0	160	-2
Cc1ccc(S(=O)(=O)Nc2cc(Cl)ccc2-n2cncn2)cc1	-1.1	-11	108	2	-1	-1	-23	-5	-9	1	23
COc1cc2c(cc1OC)CN(C(=O)CSc1n[nH]c(N)n1)CC2	-1.6	5	117	-6	/	-11	-11	-1	-6	33	11
Cc1cc(NC(=O)c2noc3c2CCCC3)n(-c2ccccc2)n1	-0.9	-8	93	-9	0	11	17	17	-7	-8	-17
CC(C)[C@H](NS(=O)(=O)c1cccc(Cl)c1)C(=O)OCC(=O)N1CCN(c2ccccc2)CC1	1.3	2	103	10	6	-5	-11	-6	-21	24	11
COc1cccc(CNC(=O)CCC2CCCN(c3cc(C)nc(N)n3)C2)c1 (configuration not stated)	1.2	5	101	-5	8	-3	-13	-6	-2	48	13
O=c1nc2n(c3sc4c(c13)CCCC4)C(CBr)CS2 (configuration not stated)	0.3	-14	106	1	2	9	-21	-3	-8	9	21
COc1ccc(OC)c(C(=O)CSc2nnc(Cc3cccs3)n2CCc2ccccc2)c1	0.4	0	99	-2	15	-4	20	34	-4	53	-20
CCOC(=O)C1(CCOc2ccccc2)CCN(Cc2cnc(C)s2)CC1	-1.1	-2	99	-2	0	8	-13	3	-21	30	13
Cn1nc(C(=O)NCCN2CCOCC2)c2ccccc2c1=O	0.7	-6	93	-5	0	-5	-11	-2	-2	16	11
Cc1ccc(-c2cc(C(=O)NN=C3CCCC3)c3ccccc3n2)cc1	-2.2	-2	100	-2	3	-8	54	-14	-19	3	-54
C[C@]12CC[C@@H]3c4ccc(O)cc4CC[C@H]3[C@@H]1CCC2=O	1.0	-1	84	2	/	1	12	-3	7	32	-12
COc1ccc(N2C(=O)C(CC(=O)O)S/C2=N\N=C\c2cccs2)cc1 (configuration not stated)	-0.6	2	95	-8	0	-19	-19	17	-1	5	19
CCOc1ccccc1N=Cc1c(O)c2ccccc2oc1=O	0.6	-19	113	7	0	7	-21	1	-2	4	21
CCOC(=O)Cn1ncc(-c2ccccc2)c1N	0.1	/	/	6	128*	2	/	2	6	8	/
CCCCCn1c(=O)[nH]c2cc(C(=O)N3CCN(c4ccc(C(C)=O)cc4)CC3)ccc2c1=O	1.3	-36	/	-12	-1	11	/	36	-6	-2	/
CC(C)CCN1CC(=O)N2Cc3[nH]c4ccccc4c3C[C@H]2C1=O	-4.6	-3	93	5	2	2	1	16	-1	-1	-1
CSc1nsc(SC)c1NC(=O)N1CCCCC1	0.1	1	107	9	6	-8	-40	-50	-7	-9	40
O=C(CCn1cnc(-c2ccccc2)c1-c1ccccc1)N/N=C/c1ccc(O)cc1	-1.4	-7	98	-10	3	-12	2	7	-11	-11	-2
Cc1nnn(-c2nonc2N)c1C(=O)N/N=C/c1ccccc1O	-0.5	3	/	3	-3	-5	57	4	104*	29	-57
C[C@@H](NC(=O)c1[nH]cnc1C(=O)Nc1ccon1)c1ccccc1	-0.7	-5	104	5	/	-12	3	10	-12	-2	-3
C#CCOCCOCCOCCNc1nc(N2CCN(C(=O)CCCCCCCCCCNC(=O)[C@@H](CCC(=O)O)n3cc(CCCCCN)nn3)CC2)nc(N2CCN(C(=O)CCCCCCCCCCNC(=O)[C@H](CCCCN)n3cc(C[C@@H](C)CC)nn3)CC2)n1	5.3	-35	113	-7	/	-5	20	-2	-274	-32	-20
CC1(C2CC2)NC(=O)N(CC(=O)Nc2ccccc2F)C1=O (configuration not stated)	-1.9	-13	104	1	-2	-4	3	17	-2	/	-3

Hits appear at their usual frequency, and some 4.7% of all compounds hit somewhere here.
